High-throughput results from PubChem.
Chronic BCR inh: qHTS Assay to Find Inhibitors of Chronic Active B-Cell Receptor Signaling; Potency, µM (doses to about 46.1 µM), inactives show at the highest dose ratio change, negative = lower green/red ratio, usual class: inhibitors; 340,000 tested, 0.05% active; AID 493014, 2011; ABC-DLBCL IkBa-CBG/CBR reporter, luminescence ratio, 4 h; active = well fitted inhibition curve with a large enough effect in the signal ratio, with a control signal flat, not every such curve was filed as active; inconclusive = small, poorly fitted or top-dose-only effect, or effect the other way, or a change in a side signal; the % refers to the signal ratio;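 note: potency is the fitted concentration of half-maximal effect; plate controls were basal doxycycline-induced cells for no effect and cells given 10 µM MG132 for full effect; MG132 reads +100%, hits lower the ratio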
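Doxycycline induced both beetle luciferases in TMD8 lymphoma cells; IKK-driven degradation limits the IkappaBalpha-fused green signal, while red luminescence normalises for cell number and nonspecific effects. Compounds tested up to 46 uM, 4 hrs.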
KCNH2 3.1 inh: qHTS for Inhibitors of KCHN2 3.1: Mutant qHTS; Potassium voltage-gated channel subfamily H member 2, brain isoform KCNH2 3.1 (human); U2OS KCNH2 3.1, thallium flux FluxOr; hits give low values; activity change, % (tested at about 1.8 µM); 340,000 tested, 0.95% active;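 active = maximum activity change below -70%; inconclusive = maximum activity change from -70% to -50%; inactive = maximum activity change above -50%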;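 note: thallium influx rate constant from kinetic fluorescence after stimulation buffer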
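Virally transduced U2OS (3.1 isoform, 4 h infection in dark at RT) → overnight 37 C → FluxOr + Red40 in HBSS/HEPES, 45 min → stimulation buffer, 2 min kinetic read → rate constant vs DMSO controls.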
Coupling enz: qHTS Assay for Inhibitors of Fructose-1,6-bisphosphate Aldolase from Giardia Lamblia: Coupling assay counterscreen | coupling enzyme system counterscreen, AmpLite Red fluorescence | activity change, negative = inhibition, % at 58.2 µM, hits read low | 290,000 tested, 0.67% active; in the data active = activity change below about -30%
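Counterscreen of the coupled detection system alone, without aldolase: glyceraldehyde-3-phosphate coupling enzymes plus AmpLite Red readout. Compounds at 57.5 uM final, 10 min RT preincubation, 20 min RT reaction, fluorescence 525/598 nm.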
GALK inh: qHTS Assay for Inhibitors of Human Galactokinase (GALK). P51570. Purified GALK, Kinase-Glo residual ATP luminescence. Potency, µM (doses to about 57.5 µM), for inactives: at the highest dose activity change, negative = inhibition, most hits filed as inhibitors. 270,000 tested, 0.007% active; note: potency is the fitted concentration of half-maximal effect
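GALK at 5 nM final was combined with compound, 35 uM ATP and 100 uM galactose in HEPES pH8.0 with MgCl2 and DTT. The reaction ran one hour at room temperature before luminescent ATP detection.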
KCNH2 WT inh: qHTS for Inhibitors of KCHN2 3.1: Wildtype qHTS; 340,000 tested, 0.37% active; U2OS, BacMam KCNH2, thallium flux FluxOr; hits give low values; AID 720551, 2013; activity change, % at 1.84 µM;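 active = maximum activity change below -70%; inconclusive = maximum activity change between -70% and -50%; inactive = maximum activity change above -50%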
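U2OS cells were transduced with wild-type KCNH2 virus (2.03 x 10^8 / mL) for 4 h at room temperature, then cultured overnight at 37 C. Thallium flux was read with FluxOr dye. Rate constants were normalized to DMSO controls.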
USP2a block: qHTS Assay for Inhibitors of Ubiquitin-specific Protease USP2a Using CHOP2 as the Reporter; Ubiquitin carboxyl-terminal hydrolase 2 (Homo sapiens), O75604; USP2 core, Ub-CHOP2 coupled fluorogenic reporter, 485/531; Potency, µM (doses to about 38.3 µM), for the others: at the highest dose activity change, negative = inhibition, actives largely listed as inhibitors; 330,000 tested, 0.01% active;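 note: potency is the fitted concentration of half-maximal effect; plate controls were DMSO wells for no effect and full inhibition by NEM control for full effect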
Target sequence (O75604 whole entry, looked up): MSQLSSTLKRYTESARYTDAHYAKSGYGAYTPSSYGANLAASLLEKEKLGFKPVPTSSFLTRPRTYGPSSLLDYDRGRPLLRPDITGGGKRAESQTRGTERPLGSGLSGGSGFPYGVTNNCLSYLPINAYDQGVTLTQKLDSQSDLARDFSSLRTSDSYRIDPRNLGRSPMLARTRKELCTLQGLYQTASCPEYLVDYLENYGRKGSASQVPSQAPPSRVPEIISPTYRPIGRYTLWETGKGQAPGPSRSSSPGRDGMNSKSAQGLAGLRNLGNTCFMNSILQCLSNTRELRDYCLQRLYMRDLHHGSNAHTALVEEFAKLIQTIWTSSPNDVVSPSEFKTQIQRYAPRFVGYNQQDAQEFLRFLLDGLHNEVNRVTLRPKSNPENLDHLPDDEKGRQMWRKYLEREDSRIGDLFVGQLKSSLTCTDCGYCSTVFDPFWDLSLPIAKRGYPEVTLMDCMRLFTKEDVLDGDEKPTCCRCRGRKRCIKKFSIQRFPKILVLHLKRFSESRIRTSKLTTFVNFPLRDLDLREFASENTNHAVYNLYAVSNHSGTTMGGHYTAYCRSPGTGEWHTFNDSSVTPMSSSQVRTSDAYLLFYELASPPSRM
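Deubiquitinase activity read as fluorescence (485/531 nm) after Ub-CHOP2 cleavage activates the enterokinase reporter on its substrate; USP2 core 10nM, Ub-CHOP2 and substrate 25nM each, 30min compound preincubation then 60min RT; data normalized to NEM, curves fitted.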
Giardia killer: Small Molecules that selectively kill Giardia lamblia: qHTS; Giardia lamblia trophozoite viability; activity change, % at 7.66 µM, hits read low; 340,000 tested, 0.15% active; in the data active = activity change below about -80%; inconclusive = between about -30% and that limit;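 note: parasites exposed to compound for two days anaerobically before the ATP read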
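Anaerobic 48 hrs incubation at 37 deg C of 100 trophozoites/well with test compounds; ATPLite 1-Step luminescence, 15-30 min RT, reports cellular ATP as viability.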
Eya2 inh: qHTS Assay for Inhibitors of the Phosphatase Activity of Eya2; Protein phosphatase EYA2 (Homo sapiens), O00167; recombinant Eya2, OMFP fluorescence dephosphorylation (OMFP is methylfluorescein phosphate); Potency, µM (series often up to 76.9 µM), without a hit: at the top dose activity, negative = inhibition, usual class: inhibitors; 330,000 tested, 0.006% active; note: potency is the fitted concentration of half-maximal effect
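Eya2 protein (added as 0.2 uM solution) was preincubated with compound for 10 min at ambient temperature in 50 mM HEPES pH 7.5, 50 mM NaCl, 5 uM MgCl2, 0.05% BSA, 1 mM DTT. OMFP (added at 50 uM) then reacted 10 min; fluorescence read at 485/525 nm.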
B2AR arrestin: qHTS assay of beta-arrestin-biased ligands of beta2-adrenergic receptor | Beta-2 adrenergic receptor (Homo sapiens), P07550 | beta-arrestin recruitment to beta2AR, cell-based reporter | Potency, µM (top dose mostly 46.1 µM), inactives show top-dose activation, most hits filed as activators | 330,000 tested, 0.02% active;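 note: potency is the fitted concentration of half-maximal effect; 0% = DMSO controls and full agonism = EC100 isoproterenol or metaproterenol; nearly all actives have a fitted effect of over 65% in size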
Target sequence (P07550 whole entry, looked up): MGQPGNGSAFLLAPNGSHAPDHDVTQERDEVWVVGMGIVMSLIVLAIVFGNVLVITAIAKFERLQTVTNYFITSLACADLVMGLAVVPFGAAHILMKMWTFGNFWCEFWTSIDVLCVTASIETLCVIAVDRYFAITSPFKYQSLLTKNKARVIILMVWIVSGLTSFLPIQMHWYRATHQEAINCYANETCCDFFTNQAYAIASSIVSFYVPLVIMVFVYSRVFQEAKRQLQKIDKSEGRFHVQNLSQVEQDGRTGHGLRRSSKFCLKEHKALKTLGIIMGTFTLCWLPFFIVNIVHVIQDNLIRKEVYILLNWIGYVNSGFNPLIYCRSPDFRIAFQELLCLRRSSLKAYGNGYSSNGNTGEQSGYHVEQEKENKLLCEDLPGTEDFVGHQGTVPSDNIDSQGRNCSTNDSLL
uPA generation: qHTS for Inhibitors of Cell Surface uPA Generation | cell surface uPA generation assay, qHTS | AID 540303, 2011 | 330,000 tested, 0.31% active | Potency, µM (top dose mostly 38.3 µM), for the others: top-dose activity change, negative = inhibition, actives largely listed as inhibitors; active = well fitted inhibition curve with a large enough effect; inconclusive = small, poorly fitted or top-dose-only effect; inactive = no such curve, though single readings can be large or run the other way; tested in mouse RAW 264.7 cells; note: potency is the fitted concentration of half-maximal effect; nearly all actives have a fitted effect of over 55% in size
PKM2 activator: qHTS Assay for Activators of Human Muscle isoform 2 Pyruvate Kinase; Potency, µM (series often up to 57.5 µM), for inactives: at the top dose activation, most hits filed as activators; 260,000 tested, 0.34% active; Pyruvate kinase PKM (Homo sapiens), P14618; purified PKM2, Kinase-Glo ATP luminescence, activation; response scale: 0% is enzyme alone, no compound; note: potency is the fitted concentration of half-maximal effect; nearly all actives have a fitted effect of over 55% in size
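ATP formation by purified human PK-M2, quantified via coupled luciferase luminescence after 1 h at room temperature with 0.1 mM ADP and 0.5 mM PEP final.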
The depositor's hits bear a star; ? = inconclusive; . = no result given; [ ] = remark or other dose. Unless noted, calls come from the whole dose curve; as a rule, active = well fitted curve in the direction sought with a large enough effect; inconclusive = small, poorly fitted or top-dose-only effect, or another doubt; inactive = no such curve, though single readings can be large; an effect the other way counts as inactive or inconclusive. Unless noted, % is set by controls: 0 for no effect and ±100 for the full control effect.

canonical_smiles,KCNH2 3.1 inh,GALK inh,USP2a block,Chronic BCR inh,B2AR arrestin,Coupling enz,Giardia killer,uPA generation,Eya2 inh,KCNH2 WT inh,PKM2 activator
Clc1cccc(CN2CCN(c3ncccn3)CC2)c1Cl,29,6%,2%,?,0.4%,0,-1,22%,9%,4,0%
N#Cc1cnn2c(-c3ccc(Cl)cc3Cl)ccnc12,14,2%,0%,0%,0.1%,-2,-7,2%,-5%,1,1%
Cc1cccn2c(=O)c(/C=C(\C#N)S(=O)(=O)c3ccccc3)c(N3CCN(c4ccccc4)CC3)nc12,16,8%,-1%,-3%,0.2%,.,-7,11%,-1%,4,.
O=C(COC(=O)c1ccccc1O)NCCc1c[nH]c2ccccc12,-22,.,3%,0%,0.0%,.,-1,-4%,12%,-1,.
O=Cc1ccc(OCC(=O)Nc2ccccc2C(F)(F)F)cc1,0,1%,0%,-7%,-0.5%,4,-5,0%,11%,5,-2%
O=C(CSc1nnc(C2CC2)n1C1CC1)c1cccs1,-25,.,4%,?,0.1%,.,-13,13%,-23%,-3,.
Cc1nnc(NC(=O)CSc2nc3c(c(=O)n2CCc2ccccc2)SC(C)C3)s1 (stereo not given),29,0%,2%,0%,0.0%,2,22,-13%,3%,-2,2%
COc1ccc(-c2cc(C(=O)NCCc3ccccc3)no2)cc1OC,9,-2%,2%,-13%,-0.2%,6,1,5%,8%,-1,0%
O=C(CN1C(=O)COc2ccccc21)NCCCN1CCCCC1,2,-2%,4%,2%,0.2%,.,7,5%,8%,-1,.
CN(C)C(CNC(=O)c1ccc(NS(=O)(=O)c2ccc(F)cc2)cc1)c1ccco1 (stereo not given),?,.,0%,-1%,0.1%,.,12,-8%,4%,-1,.
CCc1ccc(C(=O)N2CCC(c3nc4ccccc4s3)CC2)cc1,-20,-3%,4%,7%,-0.8%,4,-12,6%,-14%,16,2%
CCCC(=O)NC(C)C(c1cccs1)N1CCN(c2ccccc2)CC1 (stereo not given),2,-2%,-2%,2%,-0.6%,0,-3,1%,-15%,-8,4%
NC(N)=NCC(O)CN(c1ccccc1)c1ccccc1 (stereo not given),-7,2%,13%,1%,-0.8%,0,-20,-1%,9%,-3,6%
C/C=C(\C)C(=O)Nc1cccc(C2=NOC3(C2)C[C@@H](C(N)=O)N(C(=O)/C(C)=C/C)C3)c1 (stereo not given in full),6,3%,-14%,-18%,-0.3%,-1,11,18%,9%,3,-1%
Cc1ccc(-n2c(C)cc(C(=O)CSc3nnc4ccccn34)c2C)cc1,6,-2%,3%,1%,-0.3%,-1,-1,?,-2%,4,-3%
Cc1ccc(SCCC(=O)N2CCCC2)cc1,-2,-2%,2%,-2%,0.4%,2,7,5%,6%,1,10%
COc1ccccc1CN1CCNC(=O)C1CC(=O)N(C)Cc1cnccn1 (stereo not given),-3,5%,-5%,?,-0.4%,-4,-21,3%,8%,1,-3%
CCN(CC)S(=O)(=O)c1ccc(NC(=O)c2cccnc2Cl)c(NC(=O)c2cccnc2Cl)c1,-3,8%,2%,2%,-0.1%,0,-20,2%,12%,3,7%
CC1CCCC(C)N1C(=O)COC(=O)c1nn(C)c(=O)c2ccccc12 (stereo not given),-16,-1%,-1%,0%,0.5%,0,5,-7%,0%,6,0%
CN(C(=O)COC(=O)c1ccccc1NCc1ccco1)c1c(N)n(Cc2ccccc2)c(=O)[nH]c1=O,-1,.,3%,-6%,0.0%,.,6,0%,23%,-3,.
O=C(N/N=C/c1ccccc1O)c1cccc(C(F)(F)F)c1,-1,-1%,1%,?,0.3%,0,0,-8%,-8%,-13,-1%
Cc1nc(NC(=O)CN(C)S(=O)(=O)c2ccc(Cl)cc2)sc1C,13,-1%,2%,7%,-0.9%,0,13,.,13%,-10,-4%
COc1ccccc1C(=O)N1CCN=C1SCc1cccnc1,-10,0%,2%,3%,-0.2%,-1,4,-1%,-38%,37,1%
O=C(Cc1csc(N2CCOCC2)n1)N/N=C/c1ccc(F)cc1,-8,-2%,2%,?,0.0%,-2,-6,.,10%,34,-1%
CCCS(=O)(=O)N1CCCC(C(=O)NCCCN2CCN(c3ccc(F)cc3)CC2)C1 (stereo not given),-20,0%,1%,1%,-0.2%,4,-4,1%,10%,45,2%
CCOC(=O)COc1ccc(S(=O)(=O)NCc2ccncc2)cc1,11,0%,0%,3%,-1.8%,-4,4,8%,-18%,0,-4%
CCn1ncc(Br)c1C(=O)Nc1ccc(F)c([N+](=O)[O-])c1,7,3%,4%,-3%,0.2%,0,5,-21%,-9%,-7,1%
Cc1cccc(NCN2C(=O)c3ccccc3C2=O)c1,-8,-2%,5%,12%,-0.1%,2,-18,8%,20%,-15,7%
Cc1c(NC(=O)c2cc(-c3ccc(Cl)cc3)on2)c(=O)n(-c2ccccc2)n1C,1,1%,1%,5%,-0.1%,1,2,13%,-8%,7,-6%
O=C(NCCS(=O)(=O)N1CCN(c2ccccc2)CC1)c1cccs1,4,.,0%,-1%,0.1%,.,21,4%,5%,-3,.

One compound at a time, as listed above. Screens in order: KCNH2 3.1 inh, GALK inh, USP2a block, Chronic BCR inh, B2AR arrestin, Coupling enz, Giardia killer, uPA generation, Eya2 inh, KCNH2 WT inh, PKM2 activator
`Cc1nnc(NC(=O)CSc2nc3c(c(=O)n2CCc2ccccc2)SC(C)C3)s1` (stereo not given) is entered as 29, 0%, 2%, 0%, 0.0%, 2, 22, -13%, 3%, -2, 2%
`CCn1ncc(Br)c1C(=O)Nc1ccc(F)c([N+](=O)[O-])c1` is entered as 7, 3%, 4%, -3%, 0.2%, 0, 5, -21%, -9%, -7, 1%
`CN(C)C(CNC(=O)c1ccc(NS(=O)(=O)c2ccc(F)cc2)cc1)c1ccco1` (stereo not given) is entered as ?, ., 0%, -1%, 0.1%, ., 12, -8%, 4%, -1, .
`Cc1ccc(-n2c(C)cc(C(=O)CSc3nnc4ccccn34)c2C)cc1` is entered as 6, -2%, 3%, 1%, -0.3%, -1, -1, ?, -2%, 4, -3%
`CCCC(=O)NC(C)C(c1cccs1)N1CCN(c2ccccc2)CC1` (stereo not given) is entered as 2, -2%, -2%, 2%, -0.6%, 0, -3, 1%, -15%, -8, 4%

A draw from above in order of count of non-hydrogen atoms, smallest number first:
canonical_smiles,KCNH2 3.1 inh,GALK inh,USP2a block,Chronic BCR inh,B2AR arrestin,Coupling enz,Giardia killer,uPA generation,Eya2 inh,KCNH2 WT inh,PKM2 activator
Cc1cccc(NCN2C(=O)c3ccccc3C2=O)c1,-8,-2%,5%,12%,-0.1%,2,-18,8%,20%,-15,7%
Cc1c(NC(=O)c2cc(-c3ccc(Cl)cc3)on2)c(=O)n(-c2ccccc2)n1C,1,1%,1%,5%,-0.1%,1,2,13%,-8%,7,-6%
C/C=C(\C)C(=O)Nc1cccc(C2=NOC3(C2)C[C@@H](C(N)=O)N(C(=O)/C(C)=C/C)C3)c1 (stereo not given in full),6,3%,-14%,-18%,-0.3%,-1,11,18%,9%,3,-1%

The list goes on.
canonical_smiles,KCNH2 3.1 inh,GALK inh,USP2a block,Chronic BCR inh,B2AR arrestin,Coupling enz,Giardia killer,uPA generation,Eya2 inh,KCNH2 WT inh,PKM2 activator
COC(=O)CCCCCCCCCCN1CCCCC1,-6,0%,3%,2%,-1.3%,1,19,8%,-5%,-4,-9%
COC(=O)c1cccc(NC(=O)CC2C(=O)NCCN2C(=O)Nc2cc(C)cc(C)c2)c1 (stereo not given),-4,-2%,3%,-19%,-0.9%,.,-10,4%,0%,-4,1%
COc1cccc(NC(=O)COC(=O)C2CCCCC2)c1,8,.,-2%,-3%,3.5%,.,-3,-7%,3%,4,.
COc1ccc(S(=O)(=O)N(C)C[C@@H]2Oc3ccc(NS(=O)(=O)c4cn(C)cn4)cc3C(=O)N([C@@H](C)CO)C[C@@H]2C)cc1,3,.,-2%,?,0.2%,.,13,-3%,-14%,-11,.
COc1ccc(CNC(=O)C2CCN(C(=O)[C@@H]3Cc4ccccc4CN3)CC2)cc1,?,3%,-1%,1%,-0.7%,0,31[activator],7%,-24%,13,.
O=c1[nH]c2ccccc2c2oc(CCl)nc12,1,5%,0%,0%,-0.2%,-13,-1,-2%,-10%,-1,-3%
O=C(c1cnc2n(c1=O)CCS2)N1CCN(c2ccccc2F)CC1,-20,0%,-1%,?,-0.3%,3,-9,2%,5%,-5,2%
Cc1ccccc1N1CCN(C2CCCN(C(=O)c3ccc(Cl)s3)C2)CC1 (stereo not given),-23,1%,4%,4%,0.4%,.,-14,-22%,-6%,16,.
